# Source: PubChem
# Mdm2-MdmX inh = inhibitors of human Mdm2/MdmX interaction. 3% of 330,000 active. O15151+Q00987. SaOS-2 split-luciferase Mdm2/MdmX complementation, luminescence. inhibition, % at 8 µM;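 active = inhibition of at least 50% at 8 µM in the primary screen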
# Target sequence (O15151 whole entry, looked up): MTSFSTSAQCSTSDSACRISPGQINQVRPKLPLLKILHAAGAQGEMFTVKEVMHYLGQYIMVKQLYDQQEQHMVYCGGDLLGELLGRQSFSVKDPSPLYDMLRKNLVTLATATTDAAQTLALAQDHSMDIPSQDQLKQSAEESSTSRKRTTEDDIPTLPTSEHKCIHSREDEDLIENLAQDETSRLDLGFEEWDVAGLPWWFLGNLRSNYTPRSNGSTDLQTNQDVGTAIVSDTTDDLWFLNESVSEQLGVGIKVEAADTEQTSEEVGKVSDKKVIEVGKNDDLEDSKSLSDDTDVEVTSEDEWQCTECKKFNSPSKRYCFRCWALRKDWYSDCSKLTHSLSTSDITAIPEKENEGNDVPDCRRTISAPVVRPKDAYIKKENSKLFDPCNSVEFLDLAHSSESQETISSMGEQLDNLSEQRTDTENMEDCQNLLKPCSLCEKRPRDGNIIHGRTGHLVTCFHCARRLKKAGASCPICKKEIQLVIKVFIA
# Target sequence (Q00987 whole entry, looked up): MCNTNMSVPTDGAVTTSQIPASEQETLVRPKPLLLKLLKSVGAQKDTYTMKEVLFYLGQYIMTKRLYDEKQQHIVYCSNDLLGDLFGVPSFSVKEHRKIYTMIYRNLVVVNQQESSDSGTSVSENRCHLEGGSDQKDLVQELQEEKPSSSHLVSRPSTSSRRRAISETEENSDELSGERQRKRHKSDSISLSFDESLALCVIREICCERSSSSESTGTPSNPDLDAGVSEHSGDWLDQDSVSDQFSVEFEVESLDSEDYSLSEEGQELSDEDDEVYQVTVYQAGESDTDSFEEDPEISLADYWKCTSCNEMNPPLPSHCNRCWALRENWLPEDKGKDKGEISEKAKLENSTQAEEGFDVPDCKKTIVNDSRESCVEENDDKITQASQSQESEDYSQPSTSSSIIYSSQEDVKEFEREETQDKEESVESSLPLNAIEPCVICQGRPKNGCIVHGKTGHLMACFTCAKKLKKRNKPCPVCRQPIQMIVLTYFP
# Jurkat NFkB inh = lowers PMA/ionomycin-induced NF-kB signal in Jurkat cells; PMA/ionomycin-induced NF-kB luciferase reporter, luminescence; inhibition, % at 4 µM; 0.53% of 330,000 active; in the data active = inhibition above about 50%
# 697 NFkB inh = lowers PMA/ionomycin-induced NF-kB signal in 697 B cells. 697 B-cell NF-kB luciferase reporter, 16 h. inhibition, % at 4 µM. 0.33% of 330,000 active; in the data active = inhibition above about 35%
# tim23-1 inh = growth inhibitors of tim23-1 mutant yeast; S. cerevisiae tim23-1 growth, BacTiter-Glo luminescence, 24 h; 1.3% of 330,000 active; inhibition, % at 20 µM;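 active = growth inhibition of the mutant yeast at or above 50%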;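 note: temperature-sensitive mutant grown at 25 °C; plate controls were DMSO-treated mutant yeast for no effect and medium wells lacking yeast for full effect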
# TIM10 inh = growth inhibitors of TIM10 yeast strain. 1.4% of 330,000 active. inhibition, % at 10 µM. AID 463195. S. cerevisiae TIM10 strain growth, BacTiter-Glo luminescence, 24 h;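 active = inhibition of 40% or more at the single tested concentration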;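 note: wild-type TIM10 isogenic control strain grown at permissive 25 °C; 0% = DMSO yeast wells and 100% = minimal medium wells without yeast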
# UPR XBP1 act = activators of adaptive arm of unfolded protein response (XBP1). activation, % at 20 µM. 0.33% of 330,000 active. CHO-XBP1 luciferase reporter, IRE1-XBP1 UPR activation, luminescence; percent of tunicamycin response, DMSO as zero;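 active = versus positive control, 20 µM dose yields 30% or more activation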;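 note: 100% = tunicamycin at 10 µg/mL and 0% = DMSO only wells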
#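 Material: CHO-XBP1 cells stably carrying IRE1-XBP1-driven luciferase reporter / Amount: 1000 cells per well / Compound: 20 µM, 1% DMSO / Times: 6 h treatment, 37 °C / Detection: luciferase luminescence / Measure: % activation of reporter signal versus tunicamycin and DMSO controls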
# tim10-1 inh = inhibits growth of tim10-1 mutant yeast | 2.2% of 330,000 active | S. cerevisiae tim10-1 ts strain growth, BacTiter-Glo, 24 h | inhibition, % at 20 µM;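 active = inhibition of at least 40%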;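 note: mutant grown at 25 °C; 0% = DMSO wells with yeast and 100% = wells holding no yeast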
# CHOP UPR activ = apoptotic UPR (CHOP) activation | CHO-CHOP luciferase reporter, luminescence; percent of tunicamycin response over DMSO baseline | activation, % at 10 µM | 0.34% of 330,000 active | AID 449763;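 active = at 10 µM dose, activation of 40% or more, normalized to positive control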;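 note: 100% = tunicamycin at 10 µg/mL and 0% = DMSO alone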
#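 Dosing – one dose, 10 µM in 0.5% DMSO · System – CHO-CHOP cells, stable luciferase reporter of PERK-eIF2a-CHOP signalling · Input – 500 cells/well · Control set – tunicamycin 10 µg/mL final as positive, DMSO-only wells as negative · Timing – 6 h compound treatment, 37 °C · Measure – % activation vs tunicamycin · Technique – luminescence read with Steady-Glo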
# The depositor's hits bear a star.
SMILES,Mdm2-MdmX inh,Jurkat NFkB inh,697 NFkB inh,tim23-1 inh,TIM10 inh,UPR XBP1 act,tim10-1 inh,CHOP UPR activ
CCOCC(=O)Nc1nnc(Cc2ccc(OC)c(OC)c2)s1,8,-10,-7,14,-1,0,19,-1.9
C/C(=N/NC(=O)CNC(=O)CCc1ccccc1)c1ccc(Cl)c(Cl)c1,19,7,-3,26,8,1,38,-1.6
CC1=C(N2CCCCC2)CCC1=O,-7,-3,17,-13,6,-1,-12,3.7
COc1cc(NC(=O)c2ccco2)c(OC)cc1NC(=O)CSc1ncc(-c2ccc(F)cc2)[nH]1,7,-5,1,-15,2,0,-4,-2.3
COc1ccccc1NC(=O)CSc1nnnn1-c1ccccc1F,-11,-5,-9,13,-3,-3,-6,2.8
N#Cc1ccccc1OCC(=O)OCC(=O)NCc1ccc2c(c1)OCO2,2,-13,0,-2,2,-1,10,-0.5
COc1ccc(NC(=O)c2ccc(-n3nc(C)cc3C)cc2)cc1OC,7,-21,3,20,3,5,10,-1.6
O=[N+]([O-])c1ccc(C[n+]2cccc(O)c2)cc1,25,1,4,14,-4,-4,2,-0.2
Cc1ccccc1Cn1cc(C)c(=O)[nH]c1=O,-37,-4,-10,21,-2,-1,-2,-0.7
Cc1ccc(C(=O)Oc2cc(C)n(C)c(=O)c2)cc1,13,-4,9,13,13,3,22,0.6
CN(C)c1cccc(C(=O)OCCCC(=O)c2ccc(F)cc2)c1,-30,4,18,10,-19,-3,-13,2.3
N#CC(C#N)=Cc1cc2ccccc2nc1N1CCCCC1,-8,-3,-15,78*,41*,0,53*,13
Cn1cnnc1SCC(=O)N(Cc1ccc2c(c1)OCO2)C1(C(=O)NC2CCCCC2)CCCC1,8,-3,7,11,4,2,17,0.8
Cc1ccc(C(=O)NC(=S)Nc2ccccc2N2CCCC2)cc1[N+](=O)[O-],8,-15,-14,44,43*,-2,32,-1.4
CCOc1cc(C(=O)N2CCCN(C)CC2)cc(OCC)c1OCC,-11,-3,-3,-1,4,1,3,2.0
Cc1cc(C)cc(NC(=O)c2ccc(CSc3nnc(C)s3)cc2)c1,6,3,-5,5,6,-3,-17,0.7
COCc1cc(C)n(CC(=O)N/N=C/c2ccc(-c3ccc(Cl)c(C(=O)O)c3)o2)c(=O)c1C#N,-20,-10,-7,-4,-1,-2,24,0.8
CC(C)NS(=O)(=O)c1cccc2nsnc12,21,-12,-9,12,2,-3,6,-1.6
COC(=O)C1Cc2ccccc2CN1C(=O)CCl (centres undefined),38,-15,7,8,-1,-2,31,-2.1
Cc1cc(C)nc(/N=C2\NC(=O)CC(C(=O)O)N2c2ccc(Oc3ccccc3)cc2)n1 (centres undefined),-33,8,-6,20,18,-2,7,-0.1
CC1=C(C(=O)OC2CCCCC2)C(c2ccccc2Br)NC(=O)N1 (centres undefined),4,2,-16,36,8,-4,16,2.9
O=C(NCCN1CCOCC1)c1ccc(Cl)c(S(=O)(=O)N2CCOCC2)c1,18,9,3,8,-4,-3,-11,-1.3
CC(=O)c1ccc(NC(=O)C2CCCN(c3ncnc4c3nc3n4CCCCC3)C2)cc1 (centres undefined),29,-5,1,8,-25,3,8,-1.7
C/C(N)=C(/C#N)C(=O)COC(=O)[C@@H](NC(=O)c1ccccc1Cl)C(C)C,11,7,10,-2,-2,10,17,0.5
O=C(CSc1ncccn1)Nc1ccccc1,-3,-4,0,8,-24,-1,7,0.1
# (next part)
SMILES,Mdm2-MdmX inh,Jurkat NFkB inh,697 NFkB inh,tim23-1 inh,TIM10 inh,UPR XBP1 act,tim10-1 inh,CHOP UPR activ
CC(=O)c1cccc(NC(=O)Nc2ccc3c(c2)OCO3)c1,-23,-57,-53,14,-2,2,7,5.9
COCCCN1C(=O)C(=O)/C(=C(/O)c2ccc(OCC(C)C)cc2)C1c1cccnc1 (centres undefined),6,13,24,3,-1,-2,6,-2.9
O=C(COc1ccc(S(=O)(=O)N2CCCC2)cc1[N+](=O)[O-])N1CCCC1,18,4,10,5,-5,-2,10,-0.1
Cc1ccc(-c2nnc(-c3cccs3)o2)cc1,-183,-144,-106,11,-1,1,1,4.6
O=C(NCC(c1cccnc1)N1CCOCC1)c1cccc(Cl)c1 (centres undefined),10,-2,8,-4,-2,4,12,0.9
c1ccc2c(CCNc3ncnc4nc[nH]c34)c[nH]c2c1,30,48,-54,12,-2,-1,2,1.0
CN1CCC(N2CCCC(C(=O)O)C2)CC1 (centres undefined),17,-1,8,-3,-16,-3,0,0.1
CCOC(=O)c1ccccc1NC(=O)c1ccccc1N(C)S(C)(=O)=O,-11,-8,-16,14,-6,1,11,-1.1
COc1ccc(/C=N/OCC(=O)NC(c2ccccc2)c2ccccc2)c(OC)c1,16,-5,-2,13,-22,-2,-8,1.4
CC(C)COc1ccc(C(=O)N(Cc2ccco2)C2CCS(=O)(=O)C2)cc1 (centres undefined),14,3,-16,21,24,-4,13,-3.4
O=C(N/N=C/c1cccc(O)c1)c1ccc2c(c1)OCCO2,-96,-90,-74,6,6,-7,10,-3.6
CC(=O)N1CCN=C1SCc1cccc(F)c1,-8,0,-12,-10,3,-7,-7,3.0
Cc1noc(C)c1CSc1nnc(-c2ccccc2)n1N,5,-3,14,-14,-20,-4,2,0.9
Cc1cccc2cc(CN(CCN3CCCC3)C(=O)NC3CCCCC3)c(=O)[nH]c12,5,-2,5,-46,-17,-8,-15,0.0
CCC(C)N1CCN(C(=O)c2cc(OC)cc(OC)c2)CC1 (centres undefined),-14,-11,-16,1,-1,-3,10,0.0
CCN(CC)S(=O)(=O)c1cccc(N=Nc2sc(N)nc2C)c1,43,21,16,27,6,-3,10,2.2
Cn1c2ccc(F)cc2c2ncn(Cc3ccco3)c(=O)c21,-5,15,12,25,12,3,24,1.2
Nc1nc(NC(=O)c2cccnc2)nn1-c1ccccc1,6,8,7,5,7,5,6,0.2
Cc1ccc(-c2nc(COC(=O)C3=NN(c4ccccc4)C(=O)CC3)cs2)cc1,-17,-17,-4,40,12,-1,14,0.8
Nc1c(C2=NCCO2)nnn1Cc1ccccc1,14,-10,4,3,3,-4,-5,0.3
COc1ccc(C2CC(c3ccc4ccccc4c3)=NN2C(=O)CNC2CCCCC2)cc1 (centres undefined),62*,3,-8,12,14,-1,-15,0.4
CCOC(=O)N1CCC(NC(=O)Cn2cc3c(n2)CCC(C)C3)CC1 (centres undefined),-4,-7,18,8,-2,-2,-12,-1.7
COc1ccccc1NS(=O)(=O)c1cccc(C(=O)NCC(c2ccco2)N2CCCC2)c1 (centres undefined),-1,8,-13,-9,-10,-4,-10,-0.1
Cc1ccc(S(=O)(=O)N2CCC(C(=O)Nc3ccccc3N3CCCC3)CC2)cc1,-10,14,-13,18,-5,-2,8,2.2
Cc1ccc(-n2c(C)cc(C(=O)COC(=O)C3=NNC(=O)CC3)c2C)cc1,-9,-13,3,20,11,-11,9,-5.8
# (list continues)
SMILES,Mdm2-MdmX inh,Jurkat NFkB inh,697 NFkB inh,tim23-1 inh,TIM10 inh,UPR XBP1 act,tim10-1 inh,CHOP UPR activ
COc1cccc(-c2cc(C(=O)NCC3CCCO3)c3cc(Br)cc(C)c3n2)c1 (centres undefined),30,-14,-17,29,3,-3,13,2.9
CC(=O)C(C)n1cnc2scc(-c3ccc(C)cc3)c2c1=O (centres undefined),9,-5,14,14,-2,3,8,0.0
O=C(CNc1ccc(Oc2ccccc2)cc1)N1CCOCC1,-16,-16,-4,10,-17,-6,5,-3.3
Cc1ccc(CNC(=O)C2CCCN2S(=O)(=O)c2ccc(Cl)cc2)cc1 (centres undefined),11,7,-10,32,14,-7,22,0.3
CC1COC(=O)C(NNc2ccc(Cl)c(Cl)c2)=N1 (centres undefined),1,1,-3,29,30,-2,-20,0.1
COc1cccc(NC2c3ccccc3C(=O)N2Cc2ccco2)c1 (centres undefined),8,-2,-8,6,1,-2,6,0.0
Cc1occc1C(=O)Nc1sc2c(c1C(N)=O)CCCCC2,-59,-20,-20,28,39,5,48*,3.3
Cc1c(NC(=O)C2CCCO2)cccc1[N+](=O)[O-] (centres undefined),9,1,8,8,6,0,12,0.2
COc1cccc(OC)c1C(=O)Nc1cc(C)on1,14,3,29,-3,-3,0,-10,-0.2
COC(=O)c1ccc2c(=O)n(CCO)c(=S)[nH]c2c1,7,5,-10,7,13,-3,18,1.4
O=C(c1ccc(N2CCCC2=O)cc1)N1CCN(c2cccc(C(F)(F)F)c2)CC1,20,8,-11,33,22,-2,35,0.9
O=C1[C@H](O)[C@@H](O)C(=O)N1Cc1ccccc1,20,-15,-8,-10,10,-5,10,0.7
CSC1=NCCN1C(=O)C12CC3CC(CC(C3)C1)C2,20,-7,-3,23,28,-1,27,-0.8
O=C(COc1ccccc1O)Nc1ccc(Cl)cc1,16,-6,13,6,-7,-2,-2,3.3
CCN(CC)CCNc1nc(C(F)(F)F)nc2c1nnn2Cc1ccccc1,34,-2,-12,11,3,-3,1,1.0
CCOC(=O)N1CCN(C(=O)C(CC)c2ccccc2)CC1 (centres undefined),0,-16,2,11,1,-3,4,0.6
COCC(=O)NC1CCN(S(=O)(=O)c2cccc(C(C)=O)c2)CC1,10,-2,-6,-6,-16,1,-10,-2.2
O=C(CNCc1ccccc1)NC1C2CC3CC(C2)CC1C3 (centres undefined),-3,-8,5,19,3,-2,21,4.1
CC(=O)Nc1ccc(S(=O)(=O)NCCSCc2cccc(Cl)c2)cc1,20,8,-9,10,8,-4,19,0.1
Cc1[nH]n(-c2ccccc2)c(=O)c1C=Nc1ccc(S(=O)(=O)Nc2nccs2)cc1,18,0,12,9,0,-3,20,-1.5
COc1ccc(N2CC(C(=O)N[C@@H](C)C(=O)NCc3ccccc3OC)CC2=O)cc1 (some centres undefined),13,-3,-46,-3,0,1,2,-1.8
CCOCCc1nnc(NC(=O)c2cc(OC)c(OC)c(OC)c2)s1,14,11,14,14,11,1,12,-1.5
Cc1cccc(N2CCN(C(=O)c3cccc(N4C(=O)C5C6C=CC(C6)C5C4=O)c3)CC2)c1C (centres undefined),-1,22,-3,23,7,-6,32,1.6
CS(=O)(=O)c1ccc(C(=O)NC(Cc2ccccc2)c2ccccc2)cc1 (centres undefined),18,-1,14,20,6,-3,11,2.1
CCOC(=O)c1cc(C#N)c(SCc2cccc3ccccc23)nc1C,19,12,18,-14,-18,-4,1,-2.4
NS(=O)(=O)c1ccc(NC(=O)C2CCCO2)cc1 (centres undefined),15,11,-8,-9,1,0,-13,4.6
Cn1c(CSc2nc3ccccc3n2C)nc2ccccc21,15,-5,-10,3,2,-1,4,0.8

# Compounds listed so far containing a Cl atom, in the order listed:
SMILES,Mdm2-MdmX inh,Jurkat NFkB inh,697 NFkB inh,tim23-1 inh,TIM10 inh,UPR XBP1 act,tim10-1 inh,CHOP UPR activ
C/C(=N/NC(=O)CNC(=O)CCc1ccccc1)c1ccc(Cl)c(Cl)c1,19,7,-3,26,8,1,38,-1.6
COCc1cc(C)n(CC(=O)N/N=C/c2ccc(-c3ccc(Cl)c(C(=O)O)c3)o2)c(=O)c1C#N,-20,-10,-7,-4,-1,-2,24,0.8
COC(=O)C1Cc2ccccc2CN1C(=O)CCl (centres undefined),38,-15,7,8,-1,-2,31,-2.1
O=C(NCCN1CCOCC1)c1ccc(Cl)c(S(=O)(=O)N2CCOCC2)c1,18,9,3,8,-4,-3,-11,-1.3
C/C(N)=C(/C#N)C(=O)COC(=O)[C@@H](NC(=O)c1ccccc1Cl)C(C)C,11,7,10,-2,-2,10,17,0.5
O=C(NCC(c1cccnc1)N1CCOCC1)c1cccc(Cl)c1 (centres undefined),10,-2,8,-4,-2,4,12,0.9
Cc1ccc(CNC(=O)C2CCCN2S(=O)(=O)c2ccc(Cl)cc2)cc1 (centres undefined),11,7,-10,32,14,-7,22,0.3
CC1COC(=O)C(NNc2ccc(Cl)c(Cl)c2)=N1 (centres undefined),1,1,-3,29,30,-2,-20,0.1
O=C(COc1ccccc1O)Nc1ccc(Cl)cc1,16,-6,13,6,-7,-2,-2,3.3
CC(=O)Nc1ccc(S(=O)(=O)NCCSCc2cccc(Cl)c2)cc1,20,8,-9,10,8,-4,19,0.1
